PP1 inh – PP1-alpha (human) inhibition in PP5 counter-screen; P62136; purified PP1alpha, OMFP fluorescence; inhibition, % at 6.7 µM; hit rate 0.9% among 320,000; AID 2235;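 active means inhibition above the mean inhibition of all tested compounds plus 3 SD, computed separately for each screening campaign, cut at about 15% in these data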
Target sequence (P62136 whole entry, looked up): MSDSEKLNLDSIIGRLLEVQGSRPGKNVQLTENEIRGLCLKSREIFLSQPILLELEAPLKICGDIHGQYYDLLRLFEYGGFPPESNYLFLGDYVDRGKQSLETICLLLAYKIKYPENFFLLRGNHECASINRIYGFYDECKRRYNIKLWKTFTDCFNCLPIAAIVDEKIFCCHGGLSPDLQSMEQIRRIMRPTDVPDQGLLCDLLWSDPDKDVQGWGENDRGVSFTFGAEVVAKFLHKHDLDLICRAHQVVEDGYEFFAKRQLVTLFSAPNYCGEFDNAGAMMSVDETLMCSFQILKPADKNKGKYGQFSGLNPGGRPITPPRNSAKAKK
JMJD2C inh – human JMJD2C demethylase inhibition; Q9H3R0; GST-JMJD2C(1-420) H3K9me3 demethylation, DELFIA europium; inhibition, % at 2.35 µM; hit rate 0.069% among 330,000; AID 2099;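 active means more than half of a compound's replicate wells show inhibition beyond 50%, single wells judged on their own value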;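 further: signal counts dimethyl H3K9 product captured on neutravidin plate; 0% = median of DMSO wells and 100% = 0.3 times that DMSO median; strong numbers were not always called active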
TPT1 inhibitor – C. albicans TPT1 enzyme inhibition; hit rate 0.81% among 300,000; recombinant caTPT1, FP RNA substrate dephosphorylation; inhibition, % at 5 µM;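 active means inhibition above the mean of all tested compounds plus 3 SD, set per screening campaign, cut at about 24% in these data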;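 further: plate controls were DMSO alone for no effect and ferristatin control at 100 nM for full effect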
HCV core dimer – HCV core protein dimerization inhibition; TR-FRET GST/Flag-core106 dimerization, 1536-well; inhibition, % at 5 µM; hit rate 0.33% among 300,000; AID 1899;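 active means inhibition above the mean of all tested compounds plus 3 SD, set per screening campaign, cut at about 45% in these data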
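Test system: GST/Flag-tagged HCV core106 proteins; Medium: KF-containing HEPES buffer, pH 7.45, DTT, CHAPS, BSA; Times: compound-protein-antibody incubation 4 h at 22.5 °C; Detection: TR-FRET 671 and 617 nm emission; Benchmarks: wells lacking GST-core106 and wells with excess unlabelled core106.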
CTSL1 counter – cathepsin L1 inhibition, PFM18AAP counter-screen; AID 1906; hit rate 0.49% among 300,000; recombinant F. hepatica cathepsin L1, Z-Leu-Arg-MCA fluorescence; inhibition, % at 5.96 µM;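 active means inhibition above the mean of all tested compounds plus 3 SD, set per screening campaign, cut at about 17% in these data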;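 further: 0% = plate median of test compound wells and 100% = 1 µM Z-Phe-Ala-diazomethylketone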
EBNA-1 inh – blocks EBNA-1 binding to DNA | EBNA-1 DNA binding, fluorescence polarization | inhibition, % at 14.8 µM | AID 1950 | hit rate 0.34% among 300,000; in the data active means inhibition above about 28%
CR mimetic SO – yeast age-related superoxide inhibition as caloric restriction mimetic | S. cerevisiae aged cells, superoxide DHE fluorescence; stronger effect = lower value | hit rate 0.18% among 330,000 | superoxide response (% of plate mean), % at 10 µM | AID 2690;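 active means superoxide response under a set limit, about three screen SD below normal, cut at about 65% in these data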;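 further: yeast aged for seven days with compound at 30 °C before DHE staining; 100% = average MFI of all compound-treated wells on the plate with controls excluded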
ZTA DNA inh – counter-screen for EBNA-1 inhibitors: inhibitors of Epstein-Barr virus ZTA. P03206. ZTA-DNA binding, fluorescence polarization. inhibition, % at 11 µM. hit rate 0.15% among 320,000. AID 2234; in the data active means inhibition above about 33%
Target sequence (P03206 whole entry, looked up): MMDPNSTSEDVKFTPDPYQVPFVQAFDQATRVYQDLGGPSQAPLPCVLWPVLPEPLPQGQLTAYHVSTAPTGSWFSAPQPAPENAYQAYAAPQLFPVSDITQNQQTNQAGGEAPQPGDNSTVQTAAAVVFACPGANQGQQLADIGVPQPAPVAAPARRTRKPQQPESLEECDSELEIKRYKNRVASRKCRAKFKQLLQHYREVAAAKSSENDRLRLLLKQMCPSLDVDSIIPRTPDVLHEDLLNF
PP5 inh – inhibitors of human protein phosphatase 5 (PP5); P53041; purified PP5c, OMFP substrate fluorescence; hit rate 0.18% among 320,000; inhibition, % at 6.7 µM;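 active means inhibition above the campaign's mean inhibition across all tested compounds plus 3 SD, cut at about 9.5% in these data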;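 further: 0% = DMSO only and 100% = 100 µM cantharidin control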
Target sequence (P53041 whole entry, looked up): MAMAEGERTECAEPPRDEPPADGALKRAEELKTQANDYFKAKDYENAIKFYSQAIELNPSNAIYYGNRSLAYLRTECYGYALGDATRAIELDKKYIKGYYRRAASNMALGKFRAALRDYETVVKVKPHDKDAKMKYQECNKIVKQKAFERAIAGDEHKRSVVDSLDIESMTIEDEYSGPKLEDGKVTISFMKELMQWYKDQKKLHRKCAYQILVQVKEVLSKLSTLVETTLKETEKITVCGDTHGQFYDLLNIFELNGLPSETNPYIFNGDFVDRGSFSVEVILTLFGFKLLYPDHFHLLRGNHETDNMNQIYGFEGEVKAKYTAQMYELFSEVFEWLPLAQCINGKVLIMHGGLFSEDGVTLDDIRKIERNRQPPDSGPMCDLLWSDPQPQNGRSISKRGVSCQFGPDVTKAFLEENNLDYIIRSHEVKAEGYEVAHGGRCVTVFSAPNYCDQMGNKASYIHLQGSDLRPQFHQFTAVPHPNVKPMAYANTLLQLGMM
Numbers without * were called inactive; · = not tested or not shown.

SMILES | PP1 inh | JMJD2C inh | TPT1 inhibitor | HCV core dimer | CTSL1 counter | EBNA-1 inh | CR mimetic SO | ZTA DNA inh | PP5 inh
CN(CCN1CCOCC1)C(=O)CC1C(=O)NCCN1Cc1ccccc1C(F)(F)F (configuration not stated) | -3.4 | -5.4 | -7.9 | -14.8 | 4.2 | -1.1 | 115.3 | -2.7 | 1.8
CCN1CCCC1CNC(=O)C(=O)NCc1ccccc1 (configuration not stated) | -3.2 | 5.7 | 1.0 | -2.4 | -0.1 | 4.5 | 89.5 | 17.1 | -1.1
COc1ccc2nc(Nc3nc(-c4ccncc4)cs3)sc2c1 | 15.7* | 15.4 | 2.7 | 15.8 | -3.1 | -0.4 | 104.5 | 6.2 | 1.9
COC(=O)c1ccc(OC(=O)C2CC(=O)N(c3ccc(C)cc3C)C2)cc1 (configuration not stated) | -1.7 | 6.7 | 2.3 | -1.9 | -20.9 | -4.7 | 112.7 | 2.1 | -1.1
O=C(C1=C[C@@H](c2ccc(C(F)(F)F)cc2)C[C@@H](OCc2ccc(CO)cc2)O1)N1CCOCC1 | -3.7 | 8.2 | -0.9 | 8.7 | -0.7 | -8.3 | · | -4.2 | 2.0
CCOC(=O)c1cnn(-c2nc(-c3ccccc3F)cs2)c1C(F)(F)F | -1.6 | -2.6 | -2.1 | -1.2 | 3.9 | 12.4 | 101.4 | 32.2 | -0.3
CS(=O)(=O)c1ccc(Cl)c(NC(=O)COC(=O)Cc2c[nH]c3ccccc23)c1 | -0.1 | 6.1 | -1.2 | 1.5 | -8.1 | 3.2 | 94.9 | 13.3 | 0.9
CC(C)(Oc1ccc(Cl)cc1)C(=O)OCn1nnc2ccccc2c1=O | 0.3 | -0.4 | -2.0 | 0.6 | -1.6 | -14.4 | 100.7 | -4.5 | 6.2
O=S(=O)(NCCN1CCCC1)c1ccc(C(F)(F)F)cc1 | 5.4 | 3.3 | 2.3 | -2.1 | -2.0 | 15.1 | 100.5 | 15.9 | 0.6
CCCc1[nH]nc2c1C(C1CC=CCC1)C(C#N)=C(N)O2 (configuration not stated) | 2.3 | 5.9 | -1.3 | -0.8 | -0.2 | -11.1 | 94.8 | -3.7 | 2.4
O=C(CC1C(=O)NCCN1Cc1ccc(-c2ccccc2)cc1)NCc1ccccc1 (configuration not stated) | 2.2 | -3.5 | -2.4 | 0.5 | 4.5 | 2.0 | 91.5 | -6.2 | 4.2
O=C(NCCCNC(=O)c1cnccn1)c1ccc(Br)cc1 | -1.0 | 4.0 | -0.6 | 6.8 | -2.5 | 1.3 | 89.4 | 18.0 | 1.7
COc1ccc(OC)c(-c2nc(C(=O)NC3CCN(Cc4ccccc4)CC3)cc3c2[nH]c2ccccc23)c1 | 7.8 | · | 2.0 | 4.3 | 2.6 | -10.9 | 98.0 | 6.6 | 3.0
COc1ccc(-n2ncc3c2CC(C)(C)CC3NC(=O)c2ccc(OC)o2)cc1 (configuration not stated) | -1.8 | -14.0 | 2.7 | 3.1 | 0.8 | -2.2 | 94.3 | -1.0 | 0.9
Cc1ccc(C(=O)O)cc1N1C(=O)c2cccc3c([N+](=O)[O-])ccc(c23)C1=O | -1.4 | -6.0 | -12.4 | -15.1 | -0.6 | 9.2 | 105.7 | 39.5* | 1.2
Cc1ccsc1C(=O)OCc1nc2ccccc2c(=O)[nH]1 | -1.4 | 103.0* | 3.0 | 0.6 | -6.4 | -4.5 | 120.2 | 11.7 | 1.6
CCOc1ccc(/C=N/NC(=O)Cc2cccs2)cc1 | 0.5 | -17.5 | -1.8 | -3.7 | -0.1 | 2.8 | 87.9 | -3.0 | -0.5
CC(=O)c1cccc(NCC(=O)Nc2cc(S(=O)(=O)N3CCCCC3)ccc2C)c1 | -1.0 | 1.3 | -1.5 | 28.5 | -1.0 | -5.0 | 106.3 | 14.0 | 3.0
O=Cc1cccn1Cc1ccccc1[N+](=O)[O-] | -6.7 | -2.2 | -0.2 | -1.2 | 1.9 | 2.4 | 95.6 | 6.1 | 2.7
O=[N+]([O-])c1ccc(-c2cnc3ccccc3n2)cc1 | 2.9 | 1.9 | -0.1 | -4.5 | 1.0 | 3.0 | 67.2 | -3.9 | 2.0
Cc1ccc(S(=O)(=O)N2CCN(C(=O)COC(=O)CCOc3ccc(C(C)(C)C)cc3)CC2)cc1 | -1.6 | -7.6 | 0.6 | 4.6 | -16.8 | 7.0 | 89.9 | -2.3 | 2.3
COC(=O)c1c(C)[nH]c(C(=O)OCC(=O)N2c3ccccc3NC(=O)C2(C)C)c1C | -2.2 | -4.5 | -1.9 | 1.8 | -3.5 | -2.2 | 116.0 | -4.3 | 0.8
Cc1cccc(N=C2NC(=O)/C(=C/C=C/c3ccco3)S2)c1 | 11.3 | 8.7 | 20.4 | 18.9 | -1.2 | 7.9 | 101.8 | 16.4 | 3.0
CCCc1ccc(C(=O)Cn2nc(C(=O)O)c3ccccc3c2=O)cc1 | 3.4 | -14.9 | -1.8 | 2.9 | -11.1 | -2.7 | 104.7 | 10.3 | 1.1
Cc1ccc(CCNC(=O)C2CC(c3ccc(C(F)(F)F)cc3)=NO2)cc1 (configuration not stated) | 1.7 | 2.8 | 0.4 | -0.7 | -3.5 | -1.4 | 106.3 | -6.5 | 3.7
Cc1ccc2c(c1)N1C(=O)c3ccccc3C1C1=C(CC(C)(C)CC1=O)N2 (configuration not stated) | -1.4 | -6.7 | -0.7 | -6.2 | 0.9 | 92.8* | 107.3 | 5.9 | 0.7
O=C(CCC(=O)c1cccs1)Nc1nc2ccccc2s1 | 0.0 | -5.5 | 4.4 | 24.1 | -6.0 | 10.3 | 104.7 | 7.8 | 3.2
CCOC(=O)C1CCN(c2cc3c(cc2NC(=O)c2ccccc2Cl)n(C)c(=O)n3C)CC1 | 0.2 | -1.7 | 1.4 | 8.4 | 4.7 | 8.3 | 123.9 | -8.1 | 2.4
CNC(=S)Nc1cc(C(F)(F)F)ccc1Cl | 0.4 | -8.5 | 0.7 | -2.7 | -6.8 | -2.5 | 82.0 | 10.1 | 2.2
O=C(NCC(=O)N(c1ccc(F)cc1)C(C(=O)NC1CCCCC1)c1ccncc1)c1ccco1 (configuration not stated) | -1.7 | 3.5 | -1.1 | -2.1 | -0.4 | 1.7 | 101.3 | 16.1 | 1.3

In the list so far, three contain a furan ring, fused or not:
SMILES | PP1 inh | JMJD2C inh | TPT1 inhibitor | HCV core dimer | CTSL1 counter | EBNA-1 inh | CR mimetic SO | ZTA DNA inh | PP5 inh
COc1ccc(-n2ncc3c2CC(C)(C)CC3NC(=O)c2ccc(OC)o2)cc1 (configuration not stated) | -1.8 | -14.0 | 2.7 | 3.1 | 0.8 | -2.2 | 94.3 | -1.0 | 0.9
Cc1cccc(N=C2NC(=O)/C(=C/C=C/c3ccco3)S2)c1 | 11.3 | 8.7 | 20.4 | 18.9 | -1.2 | 7.9 | 101.8 | 16.4 | 3.0
O=C(NCC(=O)N(c1ccc(F)cc1)C(C(=O)NC1CCCCC1)c1ccncc1)c1ccco1 (configuration not stated) | -1.7 | 3.5 | -1.1 | -2.1 | -0.4 | 1.7 | 101.3 | 16.1 | 1.3

The results go on.
SMILES | PP1 inh | JMJD2C inh | TPT1 inhibitor | HCV core dimer | CTSL1 counter | EBNA-1 inh | CR mimetic SO | ZTA DNA inh | PP5 inh
CCN(Cc1ccncc1)Cc1ccc(OC)c(OC)c1 | 1.0 | 4.4 | 0.0 | -4.0 | 2.7 | -4.7 | 101.3 | -10.9 | 0.4
CCc1ccc(OCC(=O)NNC(=O)c2cc(S(=O)(=O)N3CCOCC3)ccc2N2CCCC2)cc1 | -12.0 | -3.9 | · | · | · | · | 125.7 | -15.0 | 2.9
Cc1csc(NC(=O)C(NC(=O)c2ccccc2F)C(C)C)n1 (configuration not stated) | -1.9 | 7.8 | 3.5 | 2.4 | -0.5 | -8.6 | 100.0 | 1.0 | 2.6
Cc1ccc2c(c1C)NC(C)CC2C (configuration not stated) | -0.6 | -8.6 | -3.3 | -10.8 | -3.7 | 0.4 | 99.5 | -11.4 | 0.9
COc1ccc(-c2nnc(SC(C(=O)c3c[nH]c4ccccc34)c3ccccc3)n2N)cc1OC (configuration not stated) | 4.7 | 1.0 | -1.7 | 15.3 | -1.1 | 2.0 | 106.6 | 2.8 | 2.8
CCc1nnc(NC(=O)CSc2nnc(-c3cc4ccccc4cc3O)n2CCOC)s1 | -1.9 | 25.9 | 0.6 | 1.7 | -2.1 | -6.0 | 96.4 | -14.8 | 1.4
O=C(COC(=O)c1cc([N+](=O)[O-])ccc1N1CCOCC1)c1ccc(Br)cc1 | -2.9 | 0.8 | 3.0 | 8.5 | 3.1 | -5.7 | 125.4 | -2.6 | 3.0
Cc1ccccc1CN1C(=O)[C@@H]2Cc3c([nH]c4ccccc34)C(C)(C)N2C1=O | -2.8 | 0.9 | -3.9 | 7.6 | -2.6 | -0.8 | 100.5 | 1.3 | 4.0
COc1ccc(S(=O)(=O)N2CCN(C(=O)NCc3ccc(C)cc3)CC2)cc1 | 3.0 | 5.7 | -1.8 | -11.8 | -0.3 | 1.3 | 107.6 | -0.6 | 2.6
Cn1c(N)c(N2CCN(c3ccccc3)CC2)c(=O)[nH]c1=O | -1.8 | 5.2 | -3.3 | -3.1 | -0.3 | -13.0 | 104.4 | 8.6 | 2.5
O=C(N/N=C1\SCC(=O)N1CCc1ccccc1)c1cccs1 | -2.9 | 6.5 | -0.9 | -2.1 | 0.9 | -29.1 | 112.6 | -16.8 | 4.0
CCOC(=O)c1c(C)[nH]c(C)c1S(=O)(=O)N(C)CC(=O)NCc1cccc(C)c1 | -2.6 | 5.0 | 0.9 | -0.6 | -0.4 | -3.4 | 87.8 | -4.5 | -0.8
O=C(Nc1ccc(C(=O)NC2CCCCC2)cc1)c1cccnc1 | 2.6 | 3.1 | 4.5 | 4.5 | -5.2 | -7.8 | 105.5 | -6.8 | -3.3
O=C(COc1ccc(Cl)cc1)N1CCN(c2ncccn2)CC1 | -1.1 | 16.4 | -0.6 | 2.6 | 2.5 | -10.7 | 99.6 | -5.1 | -1.0
COc1ccc(S(=O)(=O)NCC2CCCN(C(=O)c3cccs3)C2)cc1 (configuration not stated) | 0.5 | 14.9 | 2.4 | -0.3 | 2.2 | 1.1 | 97.1 | 10.3 | 2.7
O=[N+]([O-])c1cc(/C=N/n2cnnc2)ccc1N1CCCC1 | -0.4 | -21.2 | 2.4 | -8.9 | 1.0 | -8.8 | 95.9 | 2.8 | 4.5
c1ccc2c(N3CCOCC3)nc(-c3ccncc3)nc2c1 | -0.9 | -1.3 | 9.2 | 2.9 | 1.5 | 6.1 | 116.4 | -5.0 | 3.2
COCCN(C(=O)COC(=O)Cc1cccc(OC)c1)c1c(N)n(CC(C)C)c(=O)[nH]c1=O | -4.4 | -5.3 | 2.5 | -2.5 | 4.2 | -8.5 | 147.2 | 3.8 | -0.3
CN(C)/C=C/C(=O)c1cc(F)cc(C(F)(F)F)c1 | -6.7 | 0.8 | -2.3 | 1.1 | 2.3 | -3.9 | 97.3 | -10.5 | 1.7
Cn1c(CC(=O)Nc2ccccc2)nnc1SCC(=O)c1ccccc1 | 0.7 | 7.7 | 2.7 | 4.6 | 4.6 | 12.2 | 92.0 | -3.5 | 1.3
COc1cc(C)ccc1S(=O)(=O)NC1CC(C)(C)NC(C)(C)C1 | -3.0 | -0.3 | 1.8 | 2.0 | -2.5 | -0.3 | 101.6 | 5.7 | -3.8
Cc1ccc(NC(=O)c2cccc3c2C(=O)N(C2CCCCC2)C3)cc1 | -2.2 | 15.1 | -4.9 | -1.0 | 1.0 | -2.2 | 97.8 | -2.5 | 2.9
COc1cc(/C=N/NC(=O)c2ccccn2)ccc1OC(=O)c1ccccc1Br | -0.8 | 0.4 | -1.5 | 16.9 | 6.6 | 5.8 | 102.5 | 5.4 | 0.4

Assay outcomes (PubChem)
